Bioassay records: PubChem BioAssay, several laboratories
TNAP activators: stimulation of alkaline phosphatase TNAP activity – biochemical, luminescent, no phosphate acceptor, uHTS, primary screen (AID 1001). purified TNAP, luminescent activation assay, no phosphate acceptor; higher activation fold means a stronger effect. activation fold at 20 µM, or EC50 in µM where a hit was titrated. actives 0.03% (n = 200,000); in the data active = activation fold from about 3, or a potency from the dose series; inactive = the rest, 99 in 100 with activation fold below about 1.6; note: many of its hits are not listed in these tables
SV40 large T antigen: SV40 large T antigen inhibitors, biochemical (AID 1903); SV40 large T antigen ATPase/helicase inhibition assay; higher % means a stronger effect; one-dose inhibition, % at 20 µM; IC50 in µM for titrated hits; actives 0.39% (n = 310,000); in the data active = a potency from the dose series; inconclusive = inhibition mostly from about 32% at the one dose, without a potency; inactive = the rest, 99 in 100 with inhibition below about 32%; note: strong numbers were not always called active
human PMI inhibition: inhibitors of human PMI, primary screen, biochemical, fluorescence intensity, coupled assay (AID 1209); purified PMI enzyme, coupled fluorescence intensity; higher % means a stronger effect; one-dose inhibition, % at 20 µM; IC50 in µM for titrated hits; actives 0.42% (n = 190,000);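 note: plate controls were DMSO vehicle for no effect and wells lacking substrate for full effect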
RSV antiviral HEp-2: RSV antiviral activity via CPE protection, HEp-2 cells, primary 10 µM value included (AID 2391); actives 0.13% (n = 310,000); HEp-2 cells, RSV-induced CPE inhibition; higher % means a stronger effect; CPE inhibition, % at 10 µM; hits with a dose series show IC50 in µM; in the data active = a potency from the dose series; inconclusive = CPE inhibition mostly from about 23% at the one dose, without a potency; inactive = the rest, 99 in 100 with CPE inhibition below about 21%; note: strong numbers were not always called active
Ins promoter up: MIN6 insulin promoter up-regulation; MIN6 insulin promoter-GFP reporter, high-content imaging; hits give high values; actives 0.3% (n = 190,000); z-score at 5 µM;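 active = z-score above 3 at 5 µM with at least 500 cells counted in the well; inconclusive = wells under 500 cells, flagged as cytotoxic or low count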
PhoP inhibition: PhoP-dependent GFP reporter repression – Salmonella Typhimurium, primary screen (AID 1863); actives 0.16% (n = 300,000); S. Typhimurium PhoP-regulated promoter GFP reporter, 4 h; higher % means a stronger effect; one-dose inhibition, % at 50 µM; IC50 in µM for titrated hits;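 active = inhibition over 29.93%, a cutoff 3 SD above the screen mean, later confirmed by dose response; inconclusive = inhibition over 29.93% but no dose response follow-up; inactive = inhibition at most 29.93% or unconfirmed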;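 note: 0% = low Mg2+ inducing control and 100% = high Mg2+ repressing control; strong numbers were not always called active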
West Nile antiviral: West Nile virus antiviral activity, cell-based, CPE readout (AID 1621) | West Nile virus-infected cells, CPE inhibition; higher % means a stronger effect | CPE inhibition, % at 10 µM; hits with a dose series show IC50 in µM | actives 0.02% (n = 290,000); in the data active = a potency from the dose series; inconclusive = CPE inhibition mostly from about 3.7% at the one dose, without a potency; inactive = the rest, 99 in 100 with CPE inhibition below about 2.2%; note: strong numbers were not always called active
ER stress rescue: rescue of cells from ER stress-induced death, primary screen, 384-well, CSM14.1, thapsigargin, ATP luminescence (AID 1222); CSM14.1 thapsigargin-induced death rescue, ATP luminescence; higher % means a stronger effect; cellular ATP content (survival), % at 20 µM, or EC50 in µM where a hit was titrated; 190,000 tested, under 10 active;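 active = EC50 below 50 µM in the dose-response confirmation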;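 note: death triggered by thapsigargin at about 15 µM added after 2 h compound pretreatment; cell ATP read after overnight thapsigargin exposure of roughly 18 to 22 hours; normalized against plate controls of thapsigargin alone and 5% DMSO vehicle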
PMI inhibition: MPI inhibition at elevated mannose 6-phosphate – biochemical, fluorescence intensity, high mannose 6-phosphate, primary screen (AID 1220) | recombinant PMI enzyme, coupled fluorescence intensity; higher % means a stronger effect | inhibition, % at 20 µM, or IC50 in µM where a hit was titrated | actives 0.66% (n = 190,000)
Ins promoter up cell count: second read-out of Ins promoter up, no call of its own (marks repeat the call); cell count; measured here: cytotoxicity, nuclei count;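 total cells summed across four imaged fields per well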
* marks the source's active call; other numbers are inactive results. Cut-off read from the data, not from the text of the source, unless noted: active = inhibition above about 50%; inactive = the rest. Random draw from the library. Share with any hit: about 1.5%.

For COc1ccccc1N1CCN(c2cc(N3CCCC3)nc(C)n2)CC1 the results were TNAP activators 1, SV40 large T antigen 0%, human PMI inhibition 22%, RSV antiviral HEp-2 1.9%, Ins promoter up 0.41, PhoP inhibition 5%, West Nile antiviral -0.7%, ER stress rescue -0.3%, PMI inhibition 12% and Ins promoter up cell count 1280.
Screening CNc1cc(N2CCCCCC2)ccc1[N+](=O)[O-] returned TNAP activators 0.8, SV40 large T antigen 6%, human PMI inhibition 29%, RSV antiviral HEp-2 inconclusive, Ins promoter up 0.61, PhoP inhibition 9%, West Nile antiviral -0.8%, ER stress rescue -1.1%, PMI inhibition 34% and Ins promoter up cell count 1562.
For COc1cccc(C(=O)NNC(=O)C(=O)Nc2cccc3ccccc23)c1 the results were SV40 large T antigen -11%, RSV antiviral HEp-2 3.8%, PhoP inhibition 0% and West Nile antiviral -0.1%.
`Cc1c(NC(=O)c2ncn[nH]2)cccc1-c1nc2ccccc2s1` gave TNAP activators 1.4, SV40 large T antigen 18%, human PMI inhibition 11%, RSV antiviral HEp-2 3.1%, Ins promoter up -0.32, PhoP inhibition -22%, West Nile antiviral 0.7%, ER stress rescue -3.6%, PMI inhibition -9% and Ins promoter up cell count 1455.
`CCSC1=C(C#N)C(c2cccc(Br)c2)CC(=O)N1` (stereo not given) gave TNAP activators 1, SV40 large T antigen 1%, human PMI inhibition 9%, RSV antiviral HEp-2 0.1%, Ins promoter up 1.4, PhoP inhibition -5%, West Nile antiviral -0.9%, ER stress rescue -3.2%, PMI inhibition 9% and Ins promoter up cell count 1822.
For CN(C)CCNc1cc(-c2ccncc2)nc2ccccc12 the results were TNAP activators 1.1, SV40 large T antigen -12%, human PMI inhibition -9%, RSV antiviral HEp-2 -2.0%, Ins promoter up -0.85, PhoP inhibition -1%, West Nile antiviral -2.1%, ER stress rescue -1.2%, PMI inhibition -4% and Ins promoter up cell count 1387.
CC(C)N(C(=O)Cn1cc(S(=O)(=O)CC(=O)NC2CCCCC2)c2ccccc21)C(C)C was read as TNAP activators 1.1, SV40 large T antigen 2%, human PMI inhibition -3%, RSV antiviral HEp-2 2.0%, Ins promoter up 0.29, PhoP inhibition 4%, West Nile antiviral 0.5%, ER stress rescue -0.4%, PMI inhibition -4% and Ins promoter up cell count 1096.
For C=CCn1c(=O)/c(=C2/SC(C)=C(C)N2CC)s/c1=C1/C(=O)N(CC)C(=S)N1c1ccccc1 the results were TNAP activators 0.9, SV40 large T antigen 17%, human PMI inhibition -2%, RSV antiviral HEp-2 0.2%, Ins promoter up 0.68, PhoP inhibition 7%, ER stress rescue 2.0%, PMI inhibition 2% and Ins promoter up cell count 917.
Oc1ccc(-n2nnnc2SCc2c(F)cccc2Cl)cc1 was read as SV40 large T antigen 6%, RSV antiviral HEp-2 6.9%, PhoP inhibition -3% and West Nile antiviral 1.2%.
CCOc1ccc(CN(Cc2ccco2)C(c2cccs2)c2nnnn2C(C)(C)C)cc1 (stereo not given) was read as TNAP activators 1.1, SV40 large T antigen 11%, human PMI inhibition 16%, RSV antiviral HEp-2 -1.6%, Ins promoter up -3.5, PhoP inhibition -14%, West Nile antiviral -0.8%, ER stress rescue 1.0%, PMI inhibition 18% and Ins promoter up cell count 825.
`CC1CCC/C(=C\Nc2ccc(C(=O)O)cc2)C1=O` (stereo not given) gave TNAP activators 1.1, SV40 large T antigen 9%, human PMI inhibition 1%, RSV antiviral HEp-2 0.2%, Ins promoter up 0.22, PhoP inhibition -9%, West Nile antiviral -0.4%, ER stress rescue -5.5%, PMI inhibition 26% and Ins promoter up cell count 1188.
`Cc1ccc2occ(CN3CCN(c4ccccc4)CC3)c(=O)c2c1` gave TNAP activators 1, SV40 large T antigen 20%, human PMI inhibition 2%, RSV antiviral HEp-2 1.4%, Ins promoter up -0.24, PhoP inhibition 4%, West Nile antiviral -0.3%, PMI inhibition 2% and Ins promoter up cell count 1184.
`O=C(CCC(=O)c1cccs1)OCC(=O)N1CCN(C(=O)c2ccco2)CC1` gave TNAP activators 1.1, SV40 large T antigen 5%, human PMI inhibition 1%, RSV antiviral HEp-2 0.6%, Ins promoter up -0.46, PhoP inhibition -2%, West Nile antiviral 0.1%, ER stress rescue -1.8%, PMI inhibition -7% and Ins promoter up cell count 1358.
For CCC(CC)C(=O)Nc1cccc(-c2ccc3nncn3n2)c1 the results were SV40 large T antigen 11%, RSV antiviral HEp-2 -0.3%, PhoP inhibition -2% and West Nile antiviral 0.2%.
COC(=O)C1CCN(C(=O)Cc2c(OC)ccc3cc(Br)ccc23)CC1 was read as TNAP activators 1.1, SV40 large T antigen 11%, human PMI inhibition 4%, RSV antiviral HEp-2 1.8%, Ins promoter up -0.52, PhoP inhibition -9%, West Nile antiviral -0.6%, ER stress rescue -0.1%, PMI inhibition 17% and Ins promoter up cell count 1567.

For reference, some entries already given.
For CCC(CC)C(=O)Nc1cccc(-c2ccc3nncn3n2)c1 the results were SV40 large T antigen 11%, RSV antiviral HEp-2 -0.3%, PhoP inhibition -2% and West Nile antiviral 0.2%.
COC(=O)C1CCN(C(=O)Cc2c(OC)ccc3cc(Br)ccc23)CC1 was read as TNAP activators 1.1, SV40 large T antigen 11%, human PMI inhibition 4%, RSV antiviral HEp-2 1.8%, Ins promoter up -0.52, PhoP inhibition -9%, West Nile antiviral -0.6%, ER stress rescue -0.1%, PMI inhibition 17% and Ins promoter up cell count 1567.

The list goes on.
For CCOc1cc(/C=C2\NC(=O)NC2=O)ccc1OC(C)C(=O)O (stereo not given) the results were SV40 large T antigen -3%, RSV antiviral HEp-2 0.2%, PhoP inhibition -2% and West Nile antiviral 0.0%.
For CN(C)CCNC(=O)C1CCCNC1=O (stereo not given) the results were TNAP activators 1, SV40 large T antigen 12%, human PMI inhibition -8%, RSV antiviral HEp-2 -0.2%, Ins promoter up -0.62, PhoP inhibition -5%, West Nile antiviral 0.1%, ER stress rescue 0.5%, PMI inhibition -14% and Ins promoter up cell count 1231.
Screening Cc1cccc(C(=O)NC(=S)N2CCc3ccccc3C2)c1 returned TNAP activators 1.1, SV40 large T antigen -6%, human PMI inhibition 0%, RSV antiviral HEp-2 0.1%, Ins promoter up 0.37, PhoP inhibition 3%, West Nile antiviral 0.0%, ER stress rescue -1.9%, PMI inhibition 0% and Ins promoter up cell count 1257.
Screening Cc1nc2ccc([N+](=O)[O-])cc2s1 returned TNAP activators 1.1, SV40 large T antigen 5%, human PMI inhibition -8%, RSV antiviral HEp-2 2.3%, Ins promoter up 0.19, PhoP inhibition -1%, West Nile antiviral 0.0%, ER stress rescue 0.5%, PMI inhibition -9% and Ins promoter up cell count 1113.
`CCOC(=O)Cn1c(=O)oc2cc(S(=O)(=O)N3CCn4c3nc3ccccc34)ccc21` gave TNAP activators 0.9, SV40 large T antigen -1%, human PMI inhibition 15%, RSV antiviral HEp-2 1.4%, Ins promoter up -0.59, PhoP inhibition -1%, West Nile antiviral 0.1%, ER stress rescue -2.3%, PMI inhibition 9% and Ins promoter up cell count 1834.
`CCC(C)NS(=O)(=O)c1ccc(OCC(=O)N2CCCCC2)cc1` (stereo not given) gave TNAP activators 1.1, SV40 large T antigen 12%, human PMI inhibition -16%, RSV antiviral HEp-2 4.5%, PhoP inhibition -3%, West Nile antiviral -0.5%, ER stress rescue -2.9% and PMI inhibition -21%.
For O=C(CSc1nc2ccccc2[nH]1)Nc1c(F)cccc1F the results were TNAP activators 1.1, SV40 large T antigen -1%, human PMI inhibition 7%, RSV antiviral HEp-2 2.5%, Ins promoter up 1.3, PhoP inhibition 4%, West Nile antiviral 0.2%, ER stress rescue 1.9%, PMI inhibition 4% and Ins promoter up cell count 1330.
Cc1cccn2c(=O)c3cc(C(=O)NCC4CCCO4)c(=N)n(CCc4ccccc4)c3nc12 (stereo not given) was read as SV40 large T antigen 3%, RSV antiviral HEp-2 0.7%, PhoP inhibition 1% and West Nile antiviral -1.9%.
Cc1cc2c(c(=O)n1Cc1ccc3c(c1)OCO3)C(c1cccnc1)C(C#N)=C(N)O2 (stereo not given) was read as TNAP activators 1.1, SV40 large T antigen -5%, human PMI inhibition -5%, RSV antiviral HEp-2 0.8%, Ins promoter up 0.6, PhoP inhibition 7%, West Nile antiviral 0.8%, ER stress rescue 0.4%, PMI inhibition -2% and Ins promoter up cell count 1144.
For Cc1ccc(NC(=O)CCC(=O)NNC(=O)C(C)(C)C)c(C)c1 the results were TNAP activators 1.1, SV40 large T antigen 9%, human PMI inhibition -8%, RSV antiviral HEp-2 2.0%, Ins promoter up -0.18, PhoP inhibition -12%, West Nile antiviral -0.2%, ER stress rescue -1.2%, PMI inhibition -2% and Ins promoter up cell count 1619.
Screening CC(Cn1cncn1)C(=O)N1CCN(S(=O)(=O)c2ccccc2)CC1 (stereo not given) returned SV40 large T antigen -2%, RSV antiviral HEp-2 1.4%, PhoP inhibition 2% and West Nile antiviral inconclusive.
`CC(C)(C)c1ccc(OCC(=O)OCCNC(=O)c2cccnc2)cc1` gave TNAP activators 1.1, SV40 large T antigen 2%, human PMI inhibition 9%, RSV antiviral HEp-2 2.4%, Ins promoter up 0.96, PhoP inhibition 9%, West Nile antiviral 0.0%, ER stress rescue 0.5%, PMI inhibition 6% and Ins promoter up cell count 1803.
Screening Brc1ccc(Nc2nc3ccccc3n3nnnc23)cc1 returned TNAP activators 1, SV40 large T antigen 8%, human PMI inhibition -3%, RSV antiviral HEp-2 1.1%, Ins promoter up 0.23, PhoP inhibition -11%, ER stress rescue -1.2%, PMI inhibition -11% and Ins promoter up cell count 1022.
CCOC(=O)C1(S(=O)(=O)c2ccc(Cl)cc2)CCN(Cc2ccc(C)cc2)CC1 was read as TNAP activators 1.1, SV40 large T antigen 26%, human PMI inhibition 10%, RSV antiviral HEp-2 1.9%, PhoP inhibition 4%, West Nile antiviral -1.4%, ER stress rescue 0.8% and PMI inhibition 13%.
Screening COc1ccccc1-n1cnc2cc(C(=O)N3CCOCC3)ccc21 returned SV40 large T antigen 1%, RSV antiviral HEp-2 1.5%, PhoP inhibition 10% and West Nile antiviral 0.2%.
Screening CC1CN(CCOCCOc2ccccc2-c2ccccc2)CC(C)O1 (stereo not given) returned SV40 large T antigen 7%, RSV antiviral HEp-2 -0.5%, PhoP inhibition -2% and West Nile antiviral -1.1%.
Screening CCOC(=O)C1(Cc2cccc(Cl)c2)CCCN(C(=O)c2cc(C)[nH]n2)C1 (stereo not given) returned SV40 large T antigen 13%, RSV antiviral HEp-2 1.8%, PhoP inhibition 1% and West Nile antiviral -0.1%.
Screening CCOc1ccc(NC(=O)CN(c2ccc(C)cc2)S(=O)(=O)c2c(C)nn(C)c2C)cc1 returned SV40 large T antigen 8%, RSV antiviral HEp-2 -0.5%, PhoP inhibition -1% and West Nile antiviral -0.6%.
Screening COc1ccc(N2CCN(C(=O)c3ccccc3NC(=O)c3ccccc3)CC2)cc1 returned SV40 large T antigen 22%, RSV antiviral HEp-2 2.6%, PhoP inhibition -2% and West Nile antiviral -0.1%.
